# Screens deposited in PubChem by several laboratories.
# 14-3-3 Bad PPI: disrupts binding of bovine 14-3-3 zeta to phospho-Bad peptide. inhibition, % at 21.7 µM. P63103. TR-FRET 14-3-3zeta/Dy647-pBad peptide displacement, 1 h. actives 0.71% (n = 220,000);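 active means inhibition above about 70%, limit read from the data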;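 further: 0% = full 14-3-3 plus peptide FRET controls and 100% = background without 14-3-3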
# Target sequence (P63103 whole entry, looked up): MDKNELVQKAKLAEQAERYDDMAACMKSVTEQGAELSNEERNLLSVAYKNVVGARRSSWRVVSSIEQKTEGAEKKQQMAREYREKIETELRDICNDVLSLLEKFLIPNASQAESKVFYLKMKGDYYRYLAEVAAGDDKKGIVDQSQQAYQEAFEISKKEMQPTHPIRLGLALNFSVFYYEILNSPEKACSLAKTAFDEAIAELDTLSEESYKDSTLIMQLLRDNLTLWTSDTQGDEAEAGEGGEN
# Rad51 HR inh: Rad51 (human) homologous recombination inhibition; Q06609; hRad51 DNA strand exchange, fluorescence dequenching; inhibition, % at 10 µM; actives 0.085% (n = 200,000); AID 1385;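 active means inhibition above 40% at the single screening dose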;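 further: 0% = DMSO control wells and 100% = blanks with heterologous ssDNA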
# Target sequence (Q06609 whole entry, looked up): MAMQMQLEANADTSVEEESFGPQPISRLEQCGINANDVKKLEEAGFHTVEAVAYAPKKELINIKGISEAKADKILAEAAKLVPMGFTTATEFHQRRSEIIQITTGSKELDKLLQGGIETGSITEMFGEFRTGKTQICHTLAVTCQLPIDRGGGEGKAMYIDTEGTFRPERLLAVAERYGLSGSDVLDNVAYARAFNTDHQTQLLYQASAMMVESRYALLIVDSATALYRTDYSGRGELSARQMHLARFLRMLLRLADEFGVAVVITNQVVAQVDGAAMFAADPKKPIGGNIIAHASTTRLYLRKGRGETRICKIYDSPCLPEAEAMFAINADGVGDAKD
#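 Read-out basis: percent inhibition relative to plate controls and blanks / Assay system: human Rad51 nucleoprotein filaments preassembled on unlabelled ssDNA / Timing: filaments 15 min 37 °C, then compound 30 min / Control set: per-plate controls and blanks / Technique: fluorescence dequenching at 485/520 nm / Compound: 10 µM final, single point / Also added: Fluorescein- and BHQ1-tagged 47-mer duplex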
# Calpain2 inh: calpain II (pig) inhibition; AID 1236; actives 0.37% (n = 220,000); inhibition, % at 16 µM; purified calpain II, fluorogenic peptide substrate, 30 min;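 active means inhibition above about 50%, limit read from the data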
# PGE2 EP2 inh: blocks the human prostaglandin E2 receptor EP2 | C6 glioma cells expressing human EP2, cAMP TR-FRET; cells stimulated with saturating PGE2 | P43116 | inhibition, % at 25 µM | actives 0.52% (n = 260,000);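 active means percent inhibition above 40 after rounding to a whole number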;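 further: rat C6 glioma host cells with rolipram phosphodiesterase inhibitor present; the protocol text gives 20 µM as final concentration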
# Target sequence (P43116 whole entry, looked up): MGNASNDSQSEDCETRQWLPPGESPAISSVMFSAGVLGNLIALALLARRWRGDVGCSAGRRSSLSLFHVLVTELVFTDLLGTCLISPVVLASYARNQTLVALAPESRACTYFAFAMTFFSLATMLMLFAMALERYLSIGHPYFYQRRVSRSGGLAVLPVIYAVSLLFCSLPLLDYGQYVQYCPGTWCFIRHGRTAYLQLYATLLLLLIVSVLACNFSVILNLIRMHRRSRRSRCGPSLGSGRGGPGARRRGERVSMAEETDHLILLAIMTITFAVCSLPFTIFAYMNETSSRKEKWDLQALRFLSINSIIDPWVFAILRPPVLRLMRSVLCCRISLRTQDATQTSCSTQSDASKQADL
# Tb hexokinase: T. brucei hexokinase 1 inhibition | actives 0.11% (n = 220,000) | recombinant TbHK1, G6PDH-coupled NADH A340 | inhibition, % at 10 µM | AID 1430;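 active means inhibition of 50% or more in the single-dose primary screen; inactive means inhibition below 50%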
# Hck-Nef inh: blocks Nef-activated human Hck kinase; Recombinant Hck-YEEI plus Nef, Z-Lyte FRET kinase assay; inhibition, % at 20 µM; actives 0.68% (n = 220,000); AID 463187;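 active means Hck-Nef kinase inhibition above about 50%, limit read from the data; inactive means inhibition below that limit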;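 further: 0% = DMSO with Hck plus Nef and 100% = Hck alone without Nef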
# L929 necroptosis: blocks zVAD induced death of L929 cells. L929 zVAD necroptosis rescue, ATP luminescence, 24 h; with zVAD 60 µM. viability rescue, % at 10 µM. actives 0.38% (n = 220,000). AID 1377;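 active means activation, scaled between plate controls, above about 75%, limit read from the data; inactive means activation under that limit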;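 further: 0% = zVAD with DMSO and 100% = DMSO alone without zVAD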
# EP2 modulator: modulators of human EP2 prostaglandin E2 receptor; P43116; EP2-expressing cells, cAMP HTRF FRET, PGE2 co-stimulation; induction, % at 25 µM; actives 0.83% (n = 260,000);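 active means compounds whose cAMP rise, as percent of the full-agonist control response, exceeds 60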;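 further: rat C6 glioma line stably carrying human EP2 under a CMV promoter; the protocol text gives 20 µM as final concentration; 100% = response of wells given 1 µM PGE2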
# eIF4E 4G PPI: blocks eIF4E binding to eIF4G; P63073+Q04637; TR-FRET eIF4E-eIF4GI(517-606) binding, 2 h; inhibition, % at 21.7 µM; actives 0.37% (n = 220,000);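 active means inhibition above about 30%, limit read from the data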;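 further: 0% = full FRET control wells and 100% = background wells lacking eIF4GI fragment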
# * marks the source's active call; other numbers are inactive results; x = no result given; & = joins results of further samples; [ ] = another dose, or the depositor's remark. This is a subset. The share of hits here may be higher or lower than overall.
Structure	14-3-3 Bad PPI	Rad51 HR inh	Calpain2 inh	PGE2 EP2 inh	Tb hexokinase	Hck-Nef inh	L929 necroptosis	EP2 modulator	eIF4E 4G PPI
NC1=NC(=O)C(Cc2ccccc2)S1 (stereo not given)	5.1	0.1	-20.1	8.8	-4.5	21.0	23.5	27.4	-2.5
Cn1c(=O)[nH]c(=O)c2c1nc(CN1CCOCC1)n2CCCO	-3.7	-5.7	-23.1	4.0	26.2	1.5	-0.1	5.2	2.4
COC(=O)c1cc(NC(=O)c2ccccc2)c(=O)oc1C	1.1	3.6	-0.1	4.0	-9.8	-10.4	1.6	0.8	0.9
O=C(CN(c1ccc(Cl)cc1)S(=O)(=O)c1ccc(Cl)c([N+](=O)[O-])c1)NCCc1ccc(F)cc1	-16.0	-6.5	28.0	2.4	4.8	0.1	-0.6	22.1	-5.7
CSc1ccc(S(=O)(=O)NCCSc2ccccn2)cc1	-5.0	-4.7	5.9	8.1	2.1	1.9	-0.2	-1.2	3.3
COc1ccc(C2CCCN2C(=S)Nc2cccc(C)c2C)cc1OC (stereo not given)	-0.8	x	4.9	7.6	-3.7	5.5	1.1	-17.7	4.0
Cn1c(SCc2nc3ccccc3s2)nnc1-c1ccc2c(c1)OCO2	19.4	-2.5	-2.6	8.7	3.0	2.2	-1.1	-13.9	7.9
CCN(CC)S(=O)(=O)c1ccc(OC)c(NC(=S)Nc2cc(C)ccc2C)c1	1.5	-6.7	8.3	4.5	-1.1	1.2	0.6	1.9	-0.9
Cc1ccc2nc(-c3ccc(Br)o3)oc(=O)c2c1	-2.0	-0.9	8.1	23.8	-7.1	-0.6	0.1	-10.8	7.9
CCOC(=O)Cn1c(N)c(C(=O)OC)sc1=S	6.2	1.3	-17.6	7.0	-54.6	-3.5	1.4	16.5	-1.3
Cn1c(=NC(=O)C2CCCCC2)sc2cc([N+](=O)[O-])ccc21	-0.2	30.1	32.6	8.8	-3.8	9.8	2.3	-54.1	3.5
Cc1ccc(Oc2ncccc2C(=O)NC2CCSC2=O)cc1 (stereo not given)	-13.2	-5.2	-22.0	2.6	2.4	21.5	3.9	30.1	1.2
COCCCNc1ncnc2nc[nH]c12	3.3	4.3	-1.2	10.7	3.4	1.6	1.9	26.1	-2.2
O=C(Nc1nnc(-c2ccco2)o1)C1CC1	-1.9	-3.8	-7.2	5.5	0.3	-2.0	-0.4	14.2	-2.8
O=C(c1ccc(F)cc1)N1CCCCC(Sc2nnnn2-c2ccccc2)C1=O (stereo not given)	-10.8[fluorescence artefact?]	-5.5	0.3	14.4	8.2	0.6	0.0	28.9	-16.8
NC(N)=NS(=O)(=O)c1ccc(NC(=S)NC(=O)/C=C/c2cccs2)cc1	11.2	3.8	-72.3	8.4	-10.6	8.7	1.9	-38.7	-11.4
O=C(COC(=O)/C=C/c1ccc([N+](=O)[O-])cc1)NCc1ccccc1	5.4	0.3	-5.9	6.3	-1.8	0.8	1.1	21.2	7.2
CC1=NN(C(N)=S)C(=O)C1N=Nc1ccccc1C (stereo not given)	-7.4[fluorescence artefact?]	4.4	1.2	10.6	-2.9	-7.9	-1.4	7.5	-0.1[fluorescence artefact?]
C=CCOc1ccc(CNc2ccc(NC(=O)CC(C)C)cc2)cc1OC	0.3[fluorescence artefact?]	6.0	-10.2	9.4	-1.4	1.9	0.8	-8.3	-6.0
CCOC(=O)CCC(NC(=O)CCCC(=O)NC(CCC(=O)OCC)C(=O)OCC)C(=O)OCC (stereo not given)	-10.0[fluorescence artefact?]	7.5	-5.7	3.4	-12.6	0.7	-0.1	8.5	-1.2
Clc1cccc(N2CCN(c3nnnn3-c3ccccc3)CC2)c1	-4.1	2.9	23.4	8.1	-3.2	21.6	-0.2	-23.0	-3.1
CCOc1cc2[nH]c(=O)n(CCCN3CCN(c4ccc(OC)cc4)CC3)c(=O)c2cc1OCC	-17.2	17.6	-40.2	1.6	-4.4	-4.7	-0.2	20.3	1.1
CSc1ccccc1NC(=O)c1ccco1	-10.0[fluorescence artefact?]	-3.9	-12.7	6.3	-3.9	2.1	1.5	9.9	1.7
O=C(NCCOc1ccccc1F)c1ccccc1SCc1ccc(F)cc1	-15.0	3.6	-2.6	9.8	35.7	2.1	0.9	-19.6	-4.4[fluorescence artefact?]
COc1ccc(NC(=S)NC2CCCCCC2)c(OC)c1	13.8	0.9	32.5	5.8	38.9	-0.2	-0.6	-91.2	-4.3
C=CCOc1ccccc1CNc1ccccc1C	15.0[fluorescence artefact?]	-4.6	-5.3	6.9	1.8	5.4	-0.1	80.9*	-4.0
CCSc1nnc(-c2ccc(S(=O)(=O)N3CCCC3)cc2)n1C	-0.9	-3.9	-44.1	12.5&9.9	7.7	1.4	-0.1	24.5&-11.8	-8.3
c1ccc2c(c1)sc1nnnn12	-5.6	x	7.6	x	4.6	-0.2	0.1	15.4	-1.1
COc1ccccc1CC(=O)Nc1ccc(-c2noc(COc3ccc(Cl)c(C)c3)n2)cc1	5.5	3.5	-25.0	0.4	7.9	-2.2	0.0	2.0	2.4
COC(=O)NNC(=S)Nc1ccc(Br)cc1	-10.1	7.2	-22.1	12.2	-2.9	12.8	8.3	6.0	0.3

# One compound at a time, as listed above. Screens in order: 14-3-3 Bad PPI	Rad51 HR inh	Calpain2 inh	PGE2 EP2 inh	Tb hexokinase	Hck-Nef inh	L929 necroptosis	EP2 modulator	eIF4E 4G PPI
# NC1=NC(=O)C(Cc2ccccc2)S1 (stereo not given) across the screens: 5.1	0.1	-20.1	8.8	-4.5	21.0	23.5	27.4	-2.5
# Clc1cccc(N2CCN(c3nnnn3-c3ccccc3)CC2)c1 across the screens: -4.1	2.9	23.4	8.1	-3.2	21.6	-0.2	-23.0	-3.1

# Next section
Structure	14-3-3 Bad PPI	Rad51 HR inh	Calpain2 inh	PGE2 EP2 inh	Tb hexokinase	Hck-Nef inh	L929 necroptosis	EP2 modulator	eIF4E 4G PPI
Nc1n[nH]c2cccc(Cl)c12	-3.7	9.5	-13.4	7.4	-5.9	11.8	3.4	1.0	2.8
COc1ccccc1/C=C\C(=O)NCC(=O)N/N=C/c1ccc(O)cc1O	-20.2	x	-8.8	12.0	-33.4	20.6	4.3	-34.5	1.2
Cc1cc(C(=O)NC2CCCCC2)c(C)n1-c1ccc(F)cc1	-6.2	11.7	-7.2	11.2	-6.6	1.9	0.6	-34.2	-1.1
COc1ccc(CNC(=O)CC2C(=O)NCCN2CC(C)(C)C)c(OC)c1 (stereo not given)	-11.8	7.0	-22.5	0.7	-5.9	10.6	0.0	-6.2	-3.2
Cc1ccc(S(=O)(=O)CCNC(=O)Cc2ccccc2)cc1	0.2	-14.0	24.0	4.5	4.3	-0.3	0.2	10.5	2.2
CCn1c(O)c(N=NC(=O)C2C(=O)NCC2c2ccccc2)c2ccccc21 (stereo not given)	-1.0	-4.3	1.7	7.1	-12.3	2.6	0.9	10.6	3.7
CCOC(=O)c1ccc(NC(=S)N(CCCN2CCCC(C)C2)Cc2ccco2)cc1 (stereo not given)	-17.0[fluorescence artefact?]	-6.5	-4.8	14.8	6.5	1.3	0.0	-24.5	4.3
CCCOc1ccc(-c2c(C(=O)N/N=C/c3ccc(C)cc3)nnn2-c2nonc2N)cc1	-3.1	x	25.8	4.9	-13.3	16.2	1.3	14.4	2.8
COc1ccc(C)cc1NS(=O)(=O)c1cn(C)nc1C	-11.8	-4.3	-19.6	3.6	-2.9	23.2	0.0	15.0	1.5
CC1=CC(C)(C)n2c(O)c(C3=NC(=S)NC3=O)c3cc(OC(=O)c4cccc5ccccc45)cc1c32	10.3	x	-60.3	x	-14.3	5.2	3.7	0.5	-0.3
Cc1cccc(S(=O)(=O)NCCC(=O)OC(C)C(=O)NC(=O)NC2CCCCC2)c1 (stereo not given)	-5.8	3.3	-29.9	21.5	1.7	2.4	3.1	8.9	0.2
Cc1ccccc1NC(=S)N(CCc1c(C)[nH]c2ccc(F)cc12)Cc1cccnc1	-3.4	12.0	63.5*	5.1	-4.2	14.5	-1.2	-45.6	-6.1
Cc1ccccc1NC(=O)CSc1ccncc1	-1.1	-3.6	5.8	11.5	-1.1	-8.8	1.6	-16.7	1.3
CCCCn1nc(C(=O)Oc2ccc3c(C)cc(=O)oc3c2)c2ccccc2c1=O	7.2	0.9	-351.0	8.0	-11.6	36.3	-0.9	37.5	7.7
COc1ccc2nc(SCC(=O)N3CCNC3=O)[nH]c2c1	6.4[fluorescence artefact?]	-2.7	1.6	9.5	3.4	-2.0	-0.2	15.6	1.1[fluorescence artefact?]
O=C(O)CC1=C(c2ccc(F)cc2)CCC1=O	-3.1[fluorescence artefact?]	x	19.8	9.5	-1.3	3.3	-0.3	12.9	3.4
c1ccc(CCC2CCCCN2Cc2nc(C3CC3)no2)cc1 (stereo not given)	-16.1	1.6	3.2	1.5	4.5	19.4	0.3	31.8	3.4
Nc1cc(-c2cccc(F)c2)nn1S(=O)(=O)c1cccc2nsnc12	17.6	-6.6	10.9	11.9	-4.2	0.0	-0.1	2.2	-1.9
CC(C(=O)Nc1cc(C(F)(F)F)ccc1N1CCOCC1)N1C(=O)C2CC=CCC2C1=O (stereo not given)	-18.8	1.8	-39.5	2.6	0.5	0.8	0.0	8.3	4.4
Cc1cc(NC(=O)c2ccc([N+](=O)[O-])cc2Cl)ccc1NC(=O)c1ccco1	3.4	16.3	-9.3	9.5	0.2	6.2	1.5	6.8	3.1[fluorescence artefact?]
CC1=C(C(=O)OCC(C)C)C2(O)C(=O)c3ccccc3C2(O)N1 (stereo not given)	-9.1	17.8	-3.7	1.9	-2.9	4.1	0.2	16.6	14.8[fluorescence artefact?]
Cc1nnc(SCCn2c(N3CCC(C)CC3)nc3c2c(=O)[nH]c(=O)n3C)s1	3.9	5.5	-22.3	8.7	5.0	-0.9	0.0	-16.5	3.1
CCCOc1ccc(C2NC(=S)NC(c3ccccc3)=C2C(=O)Nc2ccc(C)cc2)cc1OC (stereo not given)	-8.6	-1.1	-37.4	17.9	2.5	0.5	0.1	38.8	-1.7
COc1ccc(OCC(=O)Nc2ccc(S(=O)(=O)N3CCCCCC3)cc2)cc1	-0.6	3.0	22.8	7.7	-3.7	-0.7	0.0	-10.5	0.3
Cc1cc(C)c(C(=O)Cn2nc(C(=O)O)c3ccccc3c2=O)cc1C	-2.5	-17.5	30.6	8.6	-5.6	-4.1	-0.7	5.9	1.0
Cc1ccc(N2C(=O)CC(Nc3cccc4ccccc34)C2=O)cc1 (stereo not given)	-0.8	x	-27.7	6.7	-10.0	20.6	-0.9	11.7	-1.5
CCOC(=O)Nc1ccc2c(c1)Sc1ccccc1N2C(=O)CCN1CCOCC1	-2.5	-0.2	4.6	11.5	-2.5	1.3	1.1	13.7	-2.2
O=C(CSc1ccc2nnc(-c3ccccn3)n2n1)NCc1ccc2c(c1)OCO2	0.7	x	-23.5	x	-10.8	2.2	-0.6	15.6	2.2
O=C(/C=C/c1cn(-c2ccccc2)nc1-c1cccc(Cl)c1)N1CCN(c2ccccn2)CC1	-8.1	9.3	-17.4	9.6	-14.1	-12.3	12.6	28.1	-2.0
CC(C)CN(CC(C)C)c1nnc(NC(=O)Cn2c(=O)oc3ccccc32)s1	-1.6	6.0	9.1	11.1	-1.4	4.0	1.9	1.0	-1.0
